# BRCA1 expr act: increases BRCA1 expression | MCF7-BRCA1-FFLuc reporter, luminescence, 48 h; response scale: scaled: vehicle 0%, 10 µM genistein 100% | AID 624202 | Potency, µM (highest dose often 46.1 µM), without a hit: at the top dose activation, usual class: activators | hit rate 1.1% among 380,000; note: potency is the fitted concentration of half-maximal effect; nearly all actives have a fitted effect of over 80% in size; some results filed as inactive show a strong effect at the top dose
#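 MCF7-BRCA1-FFLuc, 2000 cells/well; 2 h attach, 37 °C/5% CO2; compound 48 h; luciferase substrate 15 min; luminescence end-point. Norm. to genistein 10 microM max activation and DMSO; concentration-response curves fitted.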
# ELG1 genotoxic: induces genotoxicity in HEK293T cells with luciferase-tagged ELG1; HEK293T ELG1-luciferase reporter, luminescence, 16 h; AID 504466; Potency, µM (highest dose often 46 µM), for the others: top-dose activity change, positive = activation, actives largely listed as activators; hit rate 1.3% among 330,000; note: potency is the fitted concentration of half-maximal effect; % of control where 0% means no effect; nearly all actives have a fitted effect of over 60% in size
#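 Cells (2,000/well) expressing the ELG1-luciferase fusion are dosed by pin tool and kept 16 hr at 37 °C, 5% CO2. Signal comes from ONE-Glo luciferase reagent after 30 min at room temperature.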
# PKM2 activator: increases activity of human pyruvate kinase M2; purified PKM2, Kinase-Glo ATP luminescence, activation; response scale: 0% is enzyme alone, no compound; Potency, µM (titrated, usually from 57.5 µM), without a hit: at the top dose activation, actives largely listed as activators; hit rate 0.34% among 260,000; AID 1631; note: potency is the fitted concentration of half-maximal effect; % is set by controls: 0 for no effect and ±100 for the full control effect; nearly all actives have a fitted effect of over 55% in size
# Target sequence (P14618 whole entry, looked up): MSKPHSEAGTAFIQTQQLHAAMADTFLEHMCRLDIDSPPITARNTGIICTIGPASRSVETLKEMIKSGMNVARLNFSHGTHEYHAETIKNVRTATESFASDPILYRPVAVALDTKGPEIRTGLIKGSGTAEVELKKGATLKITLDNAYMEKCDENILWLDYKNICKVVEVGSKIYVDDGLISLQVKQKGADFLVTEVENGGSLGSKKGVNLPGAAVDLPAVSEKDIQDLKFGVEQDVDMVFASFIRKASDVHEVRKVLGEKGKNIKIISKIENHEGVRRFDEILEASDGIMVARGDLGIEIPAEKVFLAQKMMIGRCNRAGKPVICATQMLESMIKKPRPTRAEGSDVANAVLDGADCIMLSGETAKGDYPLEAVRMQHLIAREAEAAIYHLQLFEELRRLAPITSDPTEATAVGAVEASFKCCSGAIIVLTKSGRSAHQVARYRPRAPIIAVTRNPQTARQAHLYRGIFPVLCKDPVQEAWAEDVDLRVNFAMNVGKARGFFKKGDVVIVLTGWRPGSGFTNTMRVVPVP
#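 ATP formation by purified human PK-M2, quantified via coupled luciferase luminescence after 1 h at room temperature with 0.1 mM ADP and 0.5 mM PEP final.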
# Gal4-VP16 FLuc: counter-screen for ROR gamma inhibitors: Gal4-VP16 reporter; Potency, µM (doses to about 53.6 µM), for the others: at the top dose activity, negative = inhibition, usual class: inhibitors; Drosophila S2 Gal4-VP16 UAS-luciferase, luminescence, 20 h; hit rate 3.5% among 310,000; AID 2546;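 note: Gal4-VP16 expression switched on by copper sulfate through the metallothionein promoter; potency is the fitted concentration of half-maximal effect; % is set by controls: 0 for no effect and ±100 for the full control effect; nearly all actives have a fitted effect of over 50% in size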
# Giardia kill: kills Giardia lamblia. Giardia lamblia trophozoite viability. activity change, % at 7.66 µM, hits read low. hit rate 0.15% among 340,000. AID 540267; in the data active = activity change below about -80%; inconclusive = between about -30% and that limit;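 note: parasites exposed to compound for two days anaerobically before the ATP read; % is set by controls: 0 for no effect and ±100 for the full control effect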
#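 Viability, read as ATP luminescence: trophozoites at 100 cells/well, compound added, 48 hrs anaerobic at 37 deg C, then 15-30 min room-temperature development before reading.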
# p53 reactivator: mutant p53 re-activation in reporter cells | Potency, µM (highest dose often 92.2 µM), inactives show at the top dose activity change, positive = activation, most hits filed as activators | hit rate 0.063% among 320,000 | AID 504706 | H1299 p53-A138V BP100-luciferase reporter, luminescence, 24 h; note: potency is the fitted concentration of half-maximal effect; % of control where 0% means no effect; nearly all actives have a fitted effect of over 45% in size
#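 p53-null H1299 cells stably carrying temperature-sensitive p53-A138V and a BP100-luciferase reporter were pinned with compounds (4-point, 1:5 series) and held 24 hrs at 37 deg C. Luminescence was read 10 min after detection reagent.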
# FLuc modulator: firefly luciferase modulation, counter-screen for miR-21 project | P08659 | purified FLuc, Km substrates, luminescence inhibition | Potency, µM (doses to about 57.5 µM), inactives show at the highest dose activity change, negative = inhibition, usual class: inhibitors | hit rate 6.9% among 360,000;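 note: potency is the fitted concentration of half-maximal effect; plate controls were vehicle for no effect and reference inhibitor for full effect; nearly all actives have a fitted effect of over 55% in size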
# Target sequence (P08659 whole entry, looked up): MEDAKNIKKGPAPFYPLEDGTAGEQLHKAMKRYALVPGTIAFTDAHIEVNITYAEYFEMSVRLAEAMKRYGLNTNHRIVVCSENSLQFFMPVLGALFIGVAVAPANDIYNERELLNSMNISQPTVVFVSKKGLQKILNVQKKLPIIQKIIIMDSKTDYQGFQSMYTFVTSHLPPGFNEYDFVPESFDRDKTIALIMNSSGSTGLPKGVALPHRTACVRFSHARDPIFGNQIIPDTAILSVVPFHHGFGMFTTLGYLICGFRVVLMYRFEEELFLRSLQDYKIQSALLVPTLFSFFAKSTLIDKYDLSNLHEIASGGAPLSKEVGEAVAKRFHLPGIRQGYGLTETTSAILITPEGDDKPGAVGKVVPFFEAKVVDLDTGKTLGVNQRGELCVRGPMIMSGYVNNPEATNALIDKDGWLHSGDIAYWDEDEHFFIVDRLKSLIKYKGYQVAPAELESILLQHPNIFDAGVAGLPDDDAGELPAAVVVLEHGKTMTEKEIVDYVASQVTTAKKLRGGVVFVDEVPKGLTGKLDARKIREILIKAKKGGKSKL
#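 Biochemical qHTS of compounds, final roughly 60 µM downward over six points, against 10 nM purified firefly luciferase using Km concentrations of substrates (10 uM D-luciferin, 10 uM ATP) in Tris acetate pH 7.5 buffer; luminescence output.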
# Menin-MLL TR inh: menin-MLL binding inhibition, Texas Red mutant peptide | O00255 | Menin + Texas Red MLL mutant peptide, fluorescence polarization | Potency, µM (series often up to 61.6 µM), inactives show at the highest dose FP activity change, negative = inhibition, usual class: inhibitors | hit rate 0.23% among 270,000 | AID 1768; active = well fitted inhibition curve with a large enough effect in the polarisation, with a control signal flat, not every such curve was filed as active; inconclusive = small, poorly fitted or top-dose-only effect, or effect the other way, or a change in a side signal; inactive = no such curve, though single readings can be large or run the other way; the % refers to the polarisation; note: potency is the fitted concentration of half-maximal effect; % of control where 0% means no effect; many of its hits are not listed in these tables
# NPC1 prom act: NPC1 promoter activation; Huh7 NPC1 promoter luciferase reporter, 24 h; Potency, µM (top dose mostly 9.22 µM), inactives show at the highest dose activation, usual class: activators; hit rate 2.4% among 320,000; AID 485313;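 note: potency is the fitted concentration of half-maximal effect; % of control where 0% means no effect; nearly all actives have a fitted effect of over 60% in size; reporter is driven by a mutant NPC1 promoter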
#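 Readout is luciferase luminescence, reflecting NPC1 promoter activation in stably transfected Huh7 cells after 24 h compound exposure at 37 °C in reduced-serum medium with 10% FBS.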
# Rab9 promoter act: Rab9 promoter activation | Huh7 Rab9 promoter-luciferase reporter, luminescence, 24 h | Potency, µM (highest dose often 9.22 µM), for the others: at the top dose activation, negative = inhibition, actives largely listed as activators | hit rate 2.8% among 320,000 | AID 485297; note: potency is the fitted concentration of half-maximal effect; % of control where 0% means no effect; nearly all actives have a fitted effect of over 60% in size
#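 Rab9 promoter-driven luciferase in stably transfected Huh7 cells; 1500 cells/well rested 2 h, exposed to compound in DMSO for 24 h at 37 °C, 5% CO2. Luminescence read 10 min after adding luciferase reagent at ambient temperature.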
# RORgamma inh: ROR gamma (mouse) transcription inhibition; P51450; Drosophila S2 Gal4-RORgamma UAS-luciferase reporter, 20 h; Potency, µM (highest dose often 53.6 µM), without a hit: at the top dose activity change, negative = inhibition, most hits filed as inhibitors; hit rate 5.4% among 310,000; note: potency is the fitted concentration of half-maximal effect; % is set by controls: 0 for no effect and ±100 for the full control effect; nearly all actives have a fitted effect of over 60% in size
#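 Luminescence from a UAS-regulated Photinus luciferase reporter in stably transfected Drosophila Schneider cells is measured; decreased signal marks ROR gamma inhibition. Fusion expression is induced by 700 uM copper sulfate for 20 hr.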
# The depositor's hits bear a star; ? = inconclusive; / = no result given; & = joins results of further samples; [ ] = another dose, or the depositor's remark. Unless noted, calls come from the whole dose curve; as a rule, active = well fitted curve in the direction sought with a large enough effect; inconclusive = small, poorly fitted or top-dose-only effect, or another doubt; inactive = no such curve, though single readings can be large; an effect the other way counts as inactive or inconclusive.
SMILES,BRCA1 expr act,ELG1 genotoxic,PKM2 activator,Gal4-VP16 FLuc,Giardia kill,p53 reactivator,FLuc modulator,Menin-MLL TR inh,NPC1 prom act,Rab9 promoter act,RORgamma inh
Cc1ccc(C)c(NS(=O)(=O)c2cc(Br)cnc2N)c1,-47%,-1%,2%,-3%,18,-3%,0%,13%,-1%,1%,-10%
COc1cc(OC)c(Cl)cc1N,-17%,-2%,1%,-3%,1,1%,0%,-15%,-2%,10%,6%
CCOC(=O)c1c(C)n(C)c2ccc(OCC(O)CN3CCC(C)CC3)cc12 (centres undefined),-3%,-4%,-1%,-3%,-2,?,1%,-11%,-1%,-3%,-16%
Cc1ccc(CNC(=O)c2cn(C3CCCC3)c(=O)c3c2c2ccccc2n3C)o1,/,/,4%,-24%,/,/,?,-5%,/,/,-11%
CCOC(=O)C1=C(O)C(=O)N(c2ccccc2)C1c1cccc([N+](=O)[O-])c1 (centres undefined),24%,-2%,-4%,-20%,6,-1%,1%,/,-3%,-5%,15%
Cc1cccc(OCC(=O)NNC(=O)C2CCCCC2C(=O)O)c1 (centres undefined),10%,-1%,-6%,-4%,5,-1%,-7%,-8%,0%,-1%,-3%
COCC(C)N1CCC(n2nccc2NC(=O)CCOc2ccccc2)CC1 (centres undefined),0%,16%,-2%,-2%,-1,5%,0%,/,-8%,3%,-25%
Cc1ccc(Nc2c([N+](=O)[O-])c(=O)n(C)c3ccccc23)cc1C,-39%,-3%,-2%,-7%,-4,1%,?,-3%,1%,-5%,7%
CCOC(=O)c1nn(C23CC4CC(CC(C4)C2)C3)c2c1C(=O)N(c1ccc(C)cc1)C2=O,-2%,-5%,1%,7.1µM*,-21,10%,5%,0%,-2%,-2%[1.84 µM],11µM*
O=C(CN1CCN(c2ccccc2O)CC1)NC(c1ccccc1)c1ccccc1,-26%,1%,0%,-10%,-20,-7%,3%,-9%,-6%,-3%,32%
Cc1ccnc(NS(=O)(=O)c2ccc(Cl)nc2)c1,13%,0%,4%,4%,-1,-1%,8%,/,-7%,-4%,-5%
NC(=O)c1ccsc1NC(=O)COC(=O)Cc1cccc2ccccc12,5%,-3%,0%,4.5µM*,10,-1%,?,?,-5%,-10%,-28%
Cc1ccc(C)c(OCCC(=O)OCC(=O)NC(=O)NCc2ccccc2)c1,-8%,0%,/,/,-9,4%,1%,/,0%,0%,/
Cc1c(NC(=O)C(C)Sc2n[nH]c(N)n2)c(=O)n(-c2ccccc2)n1C (centres undefined),3%,3%,-10%,-6%,-9,1%,1%,-10%,1%,-2%,-6%
Cc1cc(C)nc(NC2=NCC(=O)N2c2cccc(Cl)c2)n1,8%,-5%,2%,7%,0,-11%,5%,-18%,0%,-5%,-27%
COC(=O)c1cc(OC)c(OC)cc1NC(=O)Cn1nnc(-c2ccccc2Cl)n1,-82%[inhibitor],-8%,0%,8%,4,-7%,0%,11%,-3%,-2%,-17%
COc1ccc(N(C(=O)c2snc(C(N)=O)c2N)C(C(=O)NCc2ccc(F)cc2)c2ccc(C)o2)c(OC)c1 (centres undefined),-35%,-4%,0%,-2%,-7,-7%,-2%,5%,2%,-1%,?
CSc1ccc(C(=O)C2CCCN(C(=O)Cn3cnnn3)C2)cc1 (centres undefined),-5%,-1%,-3%,9%,-15,-2%,2%,15%,-4%,4%,13%
COc1ccc(OCCCC(=O)OCC(=O)Nc2ccc(Cl)cn2)cc1,3%,4%,/,/,-16,-4%,4%,/,0%,1%,/
CC(CC(F)(F)F)N1CCC(n2nccc2NC(=O)CCOc2ccccc2)CC1 (centres undefined),0%,0%,/,-11%,-5,-4%,1%,/,2%,-7%,1%
Cc1nc2ccccc2c(=O)n1NC(=O)c1ccccc1Cl,15%,0%,3%,-1%,-15,-4%,1%,18%,5%,-1%,30%
O=C(CC1SCCNC1=O)Nc1cccc(Cl)c1 (centres undefined),?,?,-9%,19%,-20,?,-16%,-11%,9%,18%,?
Cc1c(O)cc2n(c1=O)-c1ccccc1C2(C)C,4%,0%,-22%,3%,5,8%,4%,-2%,-3%,-4%,25%
C/C(=N\NC(=S)NCc1ccccc1)c1ccco1,5%,5%,-2%,7.1µM*,6,6%,-18%,8%,7%,20%,1.8µM*
O=C(c1cccs1)N1CCN(Cc2ccccc2)CC1,29%,0%,7%,-14%,0,2%,-14%,-1%,0%,-4%,-6%
Cc1sc2ncn(CC(=O)N(C)C3CCCCC3)c(=O)c2c1C,1%,-2%,/,/,38[activator],-7%,1%,/,-1%,0%,/
COc1cc(C(c2oc(CO)cc(=O)c2O)c2oc(CO)cc(=O)c2O)cc(OC)c1OC,-20%,0%,1%,-21%,-2,2%,1%,4%,-5%,1%,-13%
Cc1ccc(-c2ccc(/C=N\NC(=O)c3cc4c(ccc5ccccc54)o3)o2)cc1[N+](=O)[O-],-14%,7%,-4%,-16%,-1,9%,-5%,2%,1%,-1%,-19%
Cc1cc(C)c(NC(=O)CCc2c(C)noc2C)c(C)c1,-8%,2%,/,/,-16,3%,-1%,/,0%,1%,/
CCCN1CCC(=NNC(=O)CSc2cc(C)c(Br)cc2C)CC1,-5%,0%,-8%,-95%,-13,23%,1%,8%,-7%,-1%,-143%
COc1ccc(N(C)C(=O)c2cc3c(Cl)nc4ccccc4c3s2)cc1,-38%,-4%,-2%,3%,-4,-22%,1%,19%,0%,-3%,?
O=C(OCC#CCSc1nnc(-c2cccc3ccccc23)o1)c1cccs1,4%&17%,-2%,-1%,-1%,4,-1%,3%,27%,-5%,-3%,-11%
CC(C)CN(C(=O)c1cccc(S(=O)(=O)N2CCCCC2)c1)C1CCS(=O)(=O)C1 (centres undefined),-4%,0%,2%,-14%,1,3%,1%&-4%,-16%,1%,-1%,14%
Cc1nnc2c(N3CCN(CCO)CC3)nc3ccccc3n12,37%,-8%,-3%,-3%,?,/,5%,-9%,-5%,-6%,-13%
CC(C)NC(=O)c1ccc(CN2CCC(Cc3ccccc3)CC2)cc1,0%,-4%,-5%,2%,10,12%,-3%,-14%,5%,-2%,3%
NC(=O)c1cc(S(=O)(=O)NC2CCCCC2)co1,5%,3%,1%,0%,-12,19%,1%,19%,-3%,-1%,1%
COCC1CCN(C(=O)c2ccc(OC3CCN(Cc4ccccn4)CC3)cc2)C1 (centres undefined),-10%,?,0%,-3%,10,24%,4%,/,-2%,1%,-26%
CCn1cc(/C=N\NC(=O)c2ccc(F)cc2)cn1,-3%,0%,-14%,2%,-26,-1%,-13%,-12%,0%,9%,?
Cn1ccnc1C1CCCCN1C(=O)c1cc(COc2ccc(F)cc2Cl)on1 (centres undefined),19%,-8%,-20%,-3%,-18,-6%,-3%,-7%,-5%,-2%,15%
COc1ccc(CCNC(=O)/C=C/c2ccc(S(=O)(=O)N3CCOCC3)cc2)cc1,-1%,1%,/,/,4,11%,6%,/,-1%,-4%,/
O=C(CN1C(=O)C2CC=CCC2C1=O)NCC1COc2ccccc2O1 (centres undefined),-12%,1%,-11%,-9%,-2,1%,0%,15%,1%,-6%,13%
Nc1nc(-c2cccnc2)nn1C(=O)c1ccc(F)cc1,1%,1%,-2%,-11%,17,0%,0%,14%,-7%,-3%,-11%
CC(=O)c1c(C)nn(-c2ccccc2)c1C,1%,0%,-4%,3%,16,-4%,2%,/,-1%,-6%,38%
CCOc1cc(C2C3=C(CCCC3=O)Nc3ccc4ncccc4c32)ccc1O (centres undefined),-51%,12%,0%,-1%,1,5%,-6%,14%,-20%,1%,-15%
Cc1ccnc(NC2OC(=O)c3ccccc32)c1 (centres undefined),-23%,0%,-2%,6%,-26,10%,3%,/,1%,3%,34%
O=c1oc(CCO)cc2ccc(C#Cc3ccsc3)cc12,69%,?,/,/,-13,?,?,/,?,4µM*,/
Cc1ccccc1CNC(=O)/C=C\C(=O)O,-10%,-1%,2%,-1%,19,-1%,4%,-5%,-3%,-4%,16%
O=C(NNC(=O)c1cc(Br)c(Br)s1)c1ccncc1,-7%,4%,/,/,-15,2%,?,/,0%,2%,/
Cc1ccc2cc(C#N)c(N3CCN(C)CC3)nc2c1,4%,0%,-3%,-9%,2,2%,-18%,15%,-1%,-6%,-34%

# Assay outcomes (PubChem)

# This is a subset, so the mix of outcomes need not match the whole.
